BaF3 tox: parental Ba/F3 cell viability inhibition, counter-screen for JAK2V617F inhibitor project, murine pro-B, CellTiter-Glo luminescence; hit rate 1.1% among 220,000; CellTiter-Glo ATP luminescence; AID 1486, 2009; inhibition, % at 5.6 µM;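 active means inhibition above a per-campaign cutoff, the mean inhibition of all tested compounds plus 3 SD, cut at about 27% in these data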;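 further: 0% = DMSO wells and 100% = JAK Inhibitor I control wells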
zfTRPN1 agonist: zebrafish TRPN1 channel agonists, primary screen, cell-based, HEK293, calcium fluorescence; hit rate 0.18% among 220,000; transient receptor potential cation channel N1 (TRPN1/NompC), Danio rerio; activation, % at 3 µM; HEK293 zebrafish TRPN1-YFP, Fluo-8 calcium fluorescence; 100% = response to 87 µM carbachol;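 active means activation above its plate's cutoff, the mean activation of test wells on that plate plus 3 SD, cut at about 19% in these data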;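 further: 0% = DMSO alone and 100% = 87 µM carbachol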
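Material – zebrafish TRPN1-YFP in HEK293 cells · Doses – 3 µM single point · Schedule – dye 1 h 37 °C plus 30 min RT · Signal – Fluo-8 calcium fluorescence, excitation 470-495 nm, emission 515-575 nm · Read-out – % activation versus carbachol response · Control set – carbachol high, DMSO low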
TRPML3 agonist: human TRPML3 channel agonists, primary screen, cell-based, HEK293 TRPML3-YFP, Fluo-8 calcium fluorescence, 3 µM | Mucolipin-3 (Homo sapiens), Q8TDD5 | 100% = the carbachol control signal | activation, % at 3 µM | hit rate 0.29% among 220,000;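 active means activation above its plate's cutoff, the mean activation of the plate's test wells plus 3 SD, cut at about 12% in these data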;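 further: 0% = DMSO only wells and 100% = carbachol wells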
Target sequence (Q8TDD5 whole entry, looked up): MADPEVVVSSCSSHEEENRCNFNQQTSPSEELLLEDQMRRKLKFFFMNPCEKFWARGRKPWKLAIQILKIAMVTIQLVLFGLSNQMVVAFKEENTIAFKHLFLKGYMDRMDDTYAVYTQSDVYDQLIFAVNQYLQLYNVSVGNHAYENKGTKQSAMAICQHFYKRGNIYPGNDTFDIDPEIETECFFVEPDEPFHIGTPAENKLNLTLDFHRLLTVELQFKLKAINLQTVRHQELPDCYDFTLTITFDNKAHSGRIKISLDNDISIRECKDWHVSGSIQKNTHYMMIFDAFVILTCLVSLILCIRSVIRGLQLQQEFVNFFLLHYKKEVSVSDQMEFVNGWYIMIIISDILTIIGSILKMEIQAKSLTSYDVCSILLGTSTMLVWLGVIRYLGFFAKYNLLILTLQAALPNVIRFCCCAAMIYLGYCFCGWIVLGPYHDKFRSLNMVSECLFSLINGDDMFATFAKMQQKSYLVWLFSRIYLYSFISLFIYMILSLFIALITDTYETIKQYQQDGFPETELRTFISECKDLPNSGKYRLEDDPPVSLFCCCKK
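Test system: TRPML3-YFP stable HEK293 cells. Doses: single point at 3 µM. Incubation: dye loading 1 h 37 °C then 30 min ambient, 125 s read. Signal: Fluo-8 calcium dye fluorescence, ex 470-495, em 515-575 nm. Measure: percent activation from peak-to-basal fluorescence ratio, scaled between DMSO and carbachol.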
Ba/F3 V617F tox: reduced viability of JAK2V617F-dependent Ba/F3 cells, primary screen, JAK2V617F inhibitor project, cell-based, Ba/F3 EpoR-JAK2V617F, luminescence; ATP luminescence; inhibition, % at 5.6 µM; hit rate 1.1% among 220,000; AID 1446, 2008;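 active means inhibition above the campaign mean plus 3 SD over all tested compounds, cut at about 24% in these data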;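 further: cytokine-independent growth of Ba/F3 cells driven by EpoR plus mutant JAK2; 0% = DMSO-treated cells and 100% = JAK inhibitor I control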
m-calpain inh: inhibitors of pig calpain II, primary screen, biochemical, fluorogenic peptide substrate, 1536-well; purified calpain II, 30 min; hit rate 0.37% among 220,000; inhibition, % at 16 µM;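 active means inhibition above about 50%, limit read from the data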
EP2 mod: EP2 receptor modulators, cAMP readout, primary screen, cell-based, HTRF cAMP, PGE2 stimulation; Prostaglandin E2 receptor EP2 subtype (Homo sapiens), P43116; EP2-expressing cells, cAMP HTRF FRET, PGE2 co-stimulation; induction, % at 25 µM; hit rate 0.83% among 260,000; AID 940, 2007;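 active means compounds whose cAMP rise, as percent of the full-agonist control response, exceeds 60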;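 further: rat C6 glioma line stably carrying human EP2 under a CMV promoter; the protocol text gives 20 µM as final concentration; 100% = response of wells given 1 µM PGE2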
Target sequence (P43116 whole entry, looked up): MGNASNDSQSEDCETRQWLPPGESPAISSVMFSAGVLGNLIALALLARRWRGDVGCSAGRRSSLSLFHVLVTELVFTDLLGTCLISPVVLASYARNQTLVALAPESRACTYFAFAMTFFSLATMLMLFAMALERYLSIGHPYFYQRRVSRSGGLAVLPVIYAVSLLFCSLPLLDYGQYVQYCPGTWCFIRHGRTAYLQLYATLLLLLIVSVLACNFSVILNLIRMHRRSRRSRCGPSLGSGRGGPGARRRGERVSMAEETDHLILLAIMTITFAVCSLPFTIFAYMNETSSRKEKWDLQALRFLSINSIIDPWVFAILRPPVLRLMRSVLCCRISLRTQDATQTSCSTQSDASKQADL
S1P4 antag: S1P4 receptor antagonists, primary screen, cell-based | AID 1510, 2009 | inhibition, % at 4.98 µM | hit rate 0.26% among 220,000 | S1P4-expressing cells, antagonist mode, reporter read-out; in the data active means inhibition above about 29%;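 further: 0% = wells stimulated with agonist and 100% = vehicle wells without agonist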
S1P4 agonist: S1P4 receptor agonists, primary screen, cell-based; activation, % at 4.98 µM; AID 1509, 2009; hit rate 0.35% among 220,000; S1P4-expressing cell line, agonist reporter assay; Sphingosine 1-phosphate receptor 4 (Homo sapiens), O95977; in the data active means activation above about 11%;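 further: 0% = DMSO vehicle and 100% = reference agonist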
PERK inhibitor: block of dimerizer-induced PERK translation repression, primary screen, PERK inhibitor project, CHO PERK-DD cells, SEAP luminescence, HTS; CHO PERK-DD fusion, SEAP luminescence translation reporter; inhibition, % at 5.6 µM; hit rate 0.17% among 220,000; Eukaryotic translation initiation factor 2-alpha kinase 3 (Homo sapiens), Q9NZJ5;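 active means inhibition above the mean inhibition of all tested compounds plus 3 SD, set separately per screening campaign, cut at about 2.9% in these data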;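 further: PERK kinase domain activated by AP20187 dimerizer at 100 nM; 0% = DMSO with dimerizer and 100% = rapamycin at 8.4 µM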
An asterisk follows results filed as active; i = inactive; & = joins results of further samples.

SMILES	BaF3 tox	S1P4 agonist	Ba/F3 V617F tox	PERK inhibitor	zfTRPN1 agonist	m-calpain inh	S1P4 antag	EP2 mod	TRPML3 agonist
CCOC(=O)c1c(C)nc(SCC(N)=O)c(C#N)c1-c1ccccc1	0.9	-2.9	-3.9	-1.2	-0.8	0.9	-6.7	14.5	-0.9
COc1cc(SC)ccc1C(=O)N1CCN(c2ccccc2OC)CC1	19.8	1.3	12.6	-1.2	0.1	22.7	-8.2	-63.6	0.0
COc1cc(CNc2ccc(NC(C)=O)cc2)ccc1OCc1ccccc1C	14.7	1.8	-1.1	-0.3	2.6	22.1	-20.9	-73.6	1.1
CN(C)C(CNC(=O)C1CCN(S(=O)(=O)c2ccccc2)CC1)c1ccccc1 (configuration not stated)	3.2	-0.2	-3.2	0.7	-0.3	3.7	-3.2	0.0	0.4
Cc1ccc(O)c(C2=NNC(c3ccc(Cl)cc3)C2)c1 (configuration not stated)	4.3	-1.3	-4.8	0.4	-1.6	-8.3	6.9	-12.0	0.1
Nc1ncnc2nc(SCCOc3ccc(Cl)cc3)[nH]c12	7.7	-0.6	3.0	0.0	-0.8	-2.5	-13.8	-27.6	0.6
CCOC(=O)CSc1nc(-c2ccccc2)nc2ccc(F)cc12	1.7	0.3	3.3	0.3	0.4	-28.9	7.4	54.7	-0.6
O=c1cc2ncc(-c3[nH]ncc3[N+](=O)[O-])cn2[nH]1	-6.2	1.6	2.4	0.1	0.9	21.0	3.5	-1.8	0.5
Cc1ccccc1NC(=O)c1cc(C(=O)c2cc(Cl)ccc2O)cn(-c2ccccc2C)c1=O	7.5	0.9	1.8	-1.6	1.2	-52.2	5.2	-13.9	0.6
Oc1ccc(Cc2ncc(C(F)(F)F)cc2Cl)cc1	6.2	-0.6	0.8	0.9	-1.9	-28.0	-9.1	24.0	-0.1

(listing goes on)
SMILES	BaF3 tox	S1P4 agonist	Ba/F3 V617F tox	PERK inhibitor	zfTRPN1 agonist	m-calpain inh	S1P4 antag	EP2 mod	TRPML3 agonist
Cn1c(SCC(=O)N2CCCC2)nc2ccccc21	-0.1	0.4	-3.4	-0.2	-0.8	8.3	9.8	-15.7	0.4
CSc1c(-c2ccccc2)nc2ccccc2c1C(=O)O	-1.1	-0.2	-4.6	1.1	0.2	3.2	-20.4	22.2	0.2
CN1CCN(c2ccc([N+](=O)[O-])c(Sc3nc4ccccc4[nH]3)c2)CC1	4.1	-0.3	6.5	-1.5	-1.0	20.4	-21.5	11.2	-0.1
O=S(=O)(Nc1ccc2c(c1)OCCO2)c1cnc[nH]1	-0.7	-1.4	-4.8	1.1	1.4	7.4	-7.7	0.1	-0.1
CN(CCc1ccccn1)C(=O)CCC1CCCN(C(=O)CCOc2ccccc2)C1 (configuration not stated)	6.2	0.7	2.2	0.3	0.2	6.8	-17.0	9.6	1.1
CCOC(=O)n1c(=O)n(C)c2ccc(Cl)cc21	6.6	0.8	-1.4	0.7	0.0	-20.1	-19.2	-1.1	1.1
CCOC(=O)Cc1csc(NC(=O)COc2c(C)cccc2C)n1	6.5	2.0	-0.1	1.5	0.5	-23.0	-5.4	17.4	0.7
N#Cc1c(-c2ccco2)cc(-c2cccnc2)nc1N	2.0	-0.5	1.3	1.3	0.9	i	3.7	-45.9	0.5
CCNC(=S)N(Cc1cc2cccc(C)c2[nH]c1=O)C1CCCC1	1.1	-0.5	0.1	-0.3	1.1	3.0	-4.2	-6.4	0.9
CC(=O)N1N=C(c2ccc(C)c([N+](=O)[O-])c2)OC1(C)C	-2.1	1.5	3.4	2.1	1.1	-10.6	4.7	-5.7	0.8

(more compounds)
SMILES	BaF3 tox	S1P4 agonist	Ba/F3 V617F tox	PERK inhibitor	zfTRPN1 agonist	m-calpain inh	S1P4 antag	EP2 mod	TRPML3 agonist
CC(=O)N(CCC(Cc1ccccc1)c1ccco1)Cc1ccco1 (configuration not stated)	-2.3	0.0	-2.3	0.9	-0.6	-14.0	2.1	-9.6	0.0
O=C(c1cccc(C(F)(F)F)c1)N1CCC(O)(CS(=O)(=O)Cc2ccc(Cl)cc2)CC1	-3.2	-1.4	-2.7	-0.8	-0.4	-2.6	-8.9	-5.1	0.7
CN(Cc1cccs1)C(=O)CSc1nc(N)cc(N)n1	2.1	3.1	0.1	-0.1	0.5	-26.2	-4.3	7.9	0.6
COc1cc(C2=NOC(C(=O)N3CCOCC3)C2)cc(OC)c1OC (configuration not stated)	1.3	-2.9	1.7	0.2	1.2	-13.2	-16.2	20.2	0.5
CC(C(=O)OCC(=O)c1cccc([N+](=O)[O-])c1)N1C(=O)C2C3CCC(C3)C2C1=O (configuration not stated)	4.9	1.1	-1.0	0.4	2.2	-5.0	-11.1	11.7	0.8
CCCCc1ccc(NC(=O)N2CCNC(=O)C2CC(=O)Nc2ccsc2C(=O)OC)cc1 (configuration not stated)	1.1	-1.9	-6.3	-0.2	0.5	-46.0	8.1	-82.2	0.4
COc1cccc(-c2nnc(SCC(=O)N3CCOCC3)o2)c1	4.0	0.0	3.0	-0.2	-0.1	-2.7	-11.1	11.2	0.4
NC(=O)C1CCN(C(=O)/C=C/c2cc(Br)ccc2F)CC1	7.4	-0.3	1.3	0.7	0.3	-8.7	11.4	4.8	0.6
Cn1c(=O)[nH]c(=O)c2c1nc(N/N=C/c1ccncc1)n2Cc1ccc(Cl)cc1	0.7	-1.7	-1.4	2.0	0.9	-7.1	7.0	-36.1	5.0
COc1cc(C(=O)O/N=C2/C=C(C)C(=O)C=C2C)cc(OC)c1OC	0.6	-0.5	-4.2	0.5	0.3	-0.2	-8.5	-1.9	0.5

(listing goes on)
SMILES	BaF3 tox	S1P4 agonist	Ba/F3 V617F tox	PERK inhibitor	zfTRPN1 agonist	m-calpain inh	S1P4 antag	EP2 mod	TRPML3 agonist
COc1cc(NC(=O)C2CC2)c(C(=O)O)cc1OC	2.6	0.2	-2.0	2.2	0.5	-8.0	5.3	28.3	0.5
CC1CCN(c2ccc([N+](=O)[O-])cc2C(N)=O)CC1	-2.5	0.8	-7.3	0.2	-0.3	4.9	7.0	6.1	0.9
CCOc1ccc(NC(=O)c2cccc(OC(=S)N3CCC(C)CC3)c2)cc1	5.7	0.5	-2.3	-0.1	0.5	39.9	-3.3	-10.6	0.3
CCC(C)NC(=O)C1CCCN(C(=O)Nc2ccc(F)cc2)C1 (configuration not stated)	2.8	1.0	-2.7	0.6	-0.2	-28.0	-21.8	22.6&1.1	0.8
COc1cnc(SC)nc1Nc1ccc(C#N)cc1	-3.1	1.3	-2.7	0.4	0.7	-29.8	-9.0	29.1	0.2
CCn1c(COc2ccc(C)cc2)nc2ccccc21	4.8	1.0	3.8	-1.4	-0.9	42.9	-7.9	6.9	-0.4
COc1ccc(CNc2nc(-c3ccccc3)nn2C(=O)c2cccs2)cc1	6.3	0.1	-2.0	2.1	2.1	-17.8	6.4	-2.6	0.9
CCc1ccc(N(CC(=O)Nc2ccc(OC)cc2OC)S(C)(=O)=O)cc1	5.7	0.4	3.6	-0.7	-0.4	15.0	-13.8	30.5	-0.2
Cc1ccc(C)c2nc(SCC(=O)N3CCCc4ccccc43)c(C#N)cc12	2.1	-1.2	-1.5	1.3	0.9	-37.4	-5.8	32.9	-0.2
Cc1csc(NC(=O)CNS(=O)(=O)c2cccs2)n1	3.2	-0.9	3.6	-0.2	1.6	0.6	-9.5	32.1	0.2

(list continues)
SMILES	BaF3 tox	S1P4 agonist	Ba/F3 V617F tox	PERK inhibitor	zfTRPN1 agonist	m-calpain inh	S1P4 antag	EP2 mod	TRPML3 agonist
O=S(NCc1ccccc1)C12CC3CC(CC(C3)C1)C2 (configuration not stated)	0.5	-1.4	-0.4	-0.3	1.7	19.3	-3.4	3.7	-0.2
COc1ccccc1NC(=S)N1CCC(NC(=O)c2ccco2)CC1	4.8	0.4	-2.9	0.4	0.4	-17.0	-6.3	-3.9	0.6
CCOc1ccc(NC(=O)CSc2nnc(Cn3c(=O)sc4ccccc43)n2C)cc1	7.5	0.1	-0.6	0.1	-0.4	-5.2	-8.7	8.8	0.2
Cc1ccc(C2/C(=C(/O)c3cnn(-c4ccccc4)c3C)C(=O)C(=O)N2CCCN2CCOCC2)o1 (configuration not stated)	-3.3	1.4	0.1	0.1	-0.5	-37.1	-9.9	-0.3	0.3
O=S1(=O)CCN(Cc2ccc(Cl)c(Cl)c2)CC1	3.7	-4.3	0.4	-0.5	0.7	-26.3	11.2	-0.6	0.0
CCOC(=O)c1c(NC(=O)C(F)(OC)C(F)(F)F)sc(C(=O)N2CCCCC2)c1C (configuration not stated)	7.4	1.0	0.7	-0.6	3.2	4.9	6.6	33.2	0.1
CN(C)/C=N/c1ncc(C(=O)c2ccc(-c3ccccc3)cc2)s1	0.6	2.5	-0.2	0.3	5.8	1.3	-0.1	-34.0	3.0
Cc1ccc(NC(=O)CNc2ccc(OC(C)C)cc2)c(C)c1	-1.1	2.6	-6.1	-0.2	-0.7	-1.2	4.8	-27.5	0.7
CCOC(=O)N/N=C/c1cccc(Cl)c1Cl	1.5	0.9	-1.1	1.2	-1.9	-0.5	2.2	-24.7	-1.5
Nc1nc(-c2ccccc2)nc2sc3c(c12)CCCC3	5.6	-0.8	0.7	0.1	0.5	0.1	-10.4	-61.7	0.3

(list continues)
SMILES	BaF3 tox	S1P4 agonist	Ba/F3 V617F tox	PERK inhibitor	zfTRPN1 agonist	m-calpain inh	S1P4 antag	EP2 mod	TRPML3 agonist
COc1ccc(OC)c(/C=N/N=C2\SCC(=O)N2Cc2ccco2)c1	2.7	-0.1	-0.9	-0.9	-1.6	-50.2	-2.3	45.3	-0.7
CC(C)(C)NC(=O)/C=C/c1cccc(C(F)(F)F)c1	3.7	1.0	-2.1	1.6	-0.4	-11.2	7.7	-54.2	-0.1
CC1CCC(NC(=O)c2cnccn2)CC1 (configuration not stated)	0.3	-0.2	-0.5	-0.6	0.9	-19.7	4.6	13.0	1.0
C=CCN1C(c2ccc(Br)cc2)=CS/C1=C(/C#N)c1nnc(N2CCOCC2)n1-c1ccccc1	1.3	1.1	-5.2	-0.9	-0.1	10.4	-3.4	15.3	-0.2
Cc1ccc(-c2noc(CN3CCN(C(c4ccccc4)c4ccccc4)CC3)n2)cc1	-3.7	-1.8	-1.7	-0.1	0.2	-5.8	-1.6	14.2	0.4
CN(Cc1ccc(OCC(O)CN(C)Cc2ccccc2)cc1)Cc1nccn1C (configuration not stated)	-2.0	1.8	0.3	-1.5	0.2	3.1	-3.7	1.6	-0.5
O=C(O)c1ccc2c(=O)n(-c3ccccc3F)c(=S)[nH]c2c1	2.6	1.0	1.9	0.7	0.4	-12.1	-10.7	25.2	0.9
C=CCNc1nc(NC(C)(C)CO)nc(OCC)n1	5.9	0.2	-0.2	0.7	-0.5	-7.6	-1.6	18.2	0.4

Assay outcomes: PubChem, several laboratories
